KCNH2 3.1 block = KCNH2 3.1 (human) potassium channel inhibition | U2OS KCNH2 3.1, thallium flux FluxOr; hits give low values | activity change, % (tested at about 1.8 µM) | 0.95% of 340,000 active;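 active = maximum activity change below -70%; inconclusive = maximum activity change from -70% to -50%; inactive = maximum activity change above -50%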;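 note: thallium influx rate constant from kinetic fluorescence after stimulation buffer; % is set by controls: 0 for no effect and ±100 for the full control effect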
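Thallium flux via FluxOr fluorescence (Red40 quencher, 45 min loading) in U2OS cells virally expressing the KCNH2 3.1 isoform (1.77 x 10^8 /mL virus, overnight at 37 C). Rate constants from 2-min kinetic reads post-stimulation, normalised to positive and negative controls.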
B2AR arrestin = agonists driving beta-arrestin recruitment to human beta2-adrenergic receptor; beta-arrestin recruitment to beta2AR, cell-based reporter; Potency, µM (titrated, usually from 46.1 µM), for inactives: top-dose activation, actives largely listed as activators; 0.02% of 330,000 active; AID 492947;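 note: potency is the fitted concentration of half-maximal effect; 0% = DMSO controls and full agonism = EC100 isoproterenol or metaproterenol; nearly all actives have a fitted effect of over 65% in size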
TRPV1 agonist = human TRPV1 agonism | Q8NER1 | TRPV1-expressing cells, Fluo-8 calcium influx, agonist mode | activation, % at 8.33 µM | 0.19% of 320,000 active; in the data active = activation above about 80%; inconclusive = between about 30% and that limit; note: 0% is about no effect
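Cells expressing TRPV1 were dye-loaded with Fluo-8 and read kinetically: 10 s baseline, 3 min after compound (agonist portion), then 2 min after EC20 capsaicin (allosteric enhancer portion). Calcium-bound dye fluorescence at 480/520 nm.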
Menin-MLL TR inh = menin-MLL binding inhibition, Texas Red mutant peptide; Menin + Texas Red MLL mutant peptide, fluorescence polarization; Potency, µM (doses to about 61.6 µM), inactives show at the top dose FP activity change, negative = inhibition, most hits filed as inhibitors; 0.23% of 270,000 active; AID 1768; active = well fitted inhibition curve with a large enough effect in the polarisation, with a control signal flat, not every such curve was filed as active; inconclusive = small, poorly fitted or top-dose-only effect, or effect the other way, or a change in a side signal; inactive = no such curve, though single readings can be large or run the other way; the % refers to the polarisation; note: potency is the fitted concentration of half-maximal effect; % of control where 0% means no effect; many of its hits are not listed in these tables
Giardia kill = kills Giardia lamblia; Giardia lamblia trophozoite viability; activity change, % at 7.66 µM, hits read low; 0.15% of 340,000 active; AID 540267; in the data active = activity change below about -80%; inconclusive = between about -30% and that limit;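 note: parasites exposed to compound for two days anaerobically before the ATP read; % is set by controls: 0 for no effect and ±100 for the full control effect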
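Giardia trophozoites, 100 cells per well, were exposed to compounds for 48 hrs at 37 deg C under anaerobic conditions; viability was then read as ATP content by bioluminescence after 15-30 min at room temperature.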
Coupling enz = coupling enzyme interference in Giardia aldolase counter-screen; coupling enzyme system counterscreen, AmpLite Red fluorescence; activity change, negative = inhibition, % at 58.2 µM, hits read low; 0.67% of 290,000 active; AID 2472; in the data active = activity change below about -30%; note: % is set by controls: 0 for no effect and ±100 for the full control effect
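Compounds tested against the coupling enzymes alone at 57.5 uM final; readout was AmpLite Red fluorescence (525/598 nm) after 20 min at RT.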
PKM2 act = PKM2 (human) enzyme activation; P14618; purified PKM2, Kinase-Glo ATP luminescence, activation; response scale: 0% is enzyme alone, no compound; Potency, µM (series often up to 57.5 µM), for inactives: at the highest dose activation, most hits filed as activators; 0.34% of 260,000 active; note: potency is the fitted concentration of half-maximal effect; % is set by controls: 0 for no effect and ±100 for the full control effect; nearly all actives have a fitted effect of over 55% in size
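Purified hPK-M2 (>95%) run at intermediate activity with 0.1 mM ADP and 0.5 mM PEP in 50 mM imidazole pH 7.2, KCl, MgCl2; 1 h room temperature. ATP formed read by Kinase-Glo luminescence; normalized to uninhibited and no-enzyme controls.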
CXXC DNA block = inhibitors of human MLL CXXC domain-DNA interaction; MLL-CXXC / FITC-HOXA9 DNA fluorescence polarization; Potency, µM (series often up to 115 µM), inactives show top-dose activity change, negative = inhibition, hits mostly inhibitors; 0.037% of 290,000 active; active = well fitted inhibition curve with a large enough effect in the polarisation, with a control signal flat, not every such curve was filed as active; inconclusive = small, poorly fitted or top-dose-only effect, or effect the other way, or a change in a side signal; inactive = no such curve, though single readings can be large or run the other way; the % refers to the polarisation; note: potency is the fitted concentration of half-maximal effect
Target sequence (Q03164 whole entry, looked up, the tested form may be a part): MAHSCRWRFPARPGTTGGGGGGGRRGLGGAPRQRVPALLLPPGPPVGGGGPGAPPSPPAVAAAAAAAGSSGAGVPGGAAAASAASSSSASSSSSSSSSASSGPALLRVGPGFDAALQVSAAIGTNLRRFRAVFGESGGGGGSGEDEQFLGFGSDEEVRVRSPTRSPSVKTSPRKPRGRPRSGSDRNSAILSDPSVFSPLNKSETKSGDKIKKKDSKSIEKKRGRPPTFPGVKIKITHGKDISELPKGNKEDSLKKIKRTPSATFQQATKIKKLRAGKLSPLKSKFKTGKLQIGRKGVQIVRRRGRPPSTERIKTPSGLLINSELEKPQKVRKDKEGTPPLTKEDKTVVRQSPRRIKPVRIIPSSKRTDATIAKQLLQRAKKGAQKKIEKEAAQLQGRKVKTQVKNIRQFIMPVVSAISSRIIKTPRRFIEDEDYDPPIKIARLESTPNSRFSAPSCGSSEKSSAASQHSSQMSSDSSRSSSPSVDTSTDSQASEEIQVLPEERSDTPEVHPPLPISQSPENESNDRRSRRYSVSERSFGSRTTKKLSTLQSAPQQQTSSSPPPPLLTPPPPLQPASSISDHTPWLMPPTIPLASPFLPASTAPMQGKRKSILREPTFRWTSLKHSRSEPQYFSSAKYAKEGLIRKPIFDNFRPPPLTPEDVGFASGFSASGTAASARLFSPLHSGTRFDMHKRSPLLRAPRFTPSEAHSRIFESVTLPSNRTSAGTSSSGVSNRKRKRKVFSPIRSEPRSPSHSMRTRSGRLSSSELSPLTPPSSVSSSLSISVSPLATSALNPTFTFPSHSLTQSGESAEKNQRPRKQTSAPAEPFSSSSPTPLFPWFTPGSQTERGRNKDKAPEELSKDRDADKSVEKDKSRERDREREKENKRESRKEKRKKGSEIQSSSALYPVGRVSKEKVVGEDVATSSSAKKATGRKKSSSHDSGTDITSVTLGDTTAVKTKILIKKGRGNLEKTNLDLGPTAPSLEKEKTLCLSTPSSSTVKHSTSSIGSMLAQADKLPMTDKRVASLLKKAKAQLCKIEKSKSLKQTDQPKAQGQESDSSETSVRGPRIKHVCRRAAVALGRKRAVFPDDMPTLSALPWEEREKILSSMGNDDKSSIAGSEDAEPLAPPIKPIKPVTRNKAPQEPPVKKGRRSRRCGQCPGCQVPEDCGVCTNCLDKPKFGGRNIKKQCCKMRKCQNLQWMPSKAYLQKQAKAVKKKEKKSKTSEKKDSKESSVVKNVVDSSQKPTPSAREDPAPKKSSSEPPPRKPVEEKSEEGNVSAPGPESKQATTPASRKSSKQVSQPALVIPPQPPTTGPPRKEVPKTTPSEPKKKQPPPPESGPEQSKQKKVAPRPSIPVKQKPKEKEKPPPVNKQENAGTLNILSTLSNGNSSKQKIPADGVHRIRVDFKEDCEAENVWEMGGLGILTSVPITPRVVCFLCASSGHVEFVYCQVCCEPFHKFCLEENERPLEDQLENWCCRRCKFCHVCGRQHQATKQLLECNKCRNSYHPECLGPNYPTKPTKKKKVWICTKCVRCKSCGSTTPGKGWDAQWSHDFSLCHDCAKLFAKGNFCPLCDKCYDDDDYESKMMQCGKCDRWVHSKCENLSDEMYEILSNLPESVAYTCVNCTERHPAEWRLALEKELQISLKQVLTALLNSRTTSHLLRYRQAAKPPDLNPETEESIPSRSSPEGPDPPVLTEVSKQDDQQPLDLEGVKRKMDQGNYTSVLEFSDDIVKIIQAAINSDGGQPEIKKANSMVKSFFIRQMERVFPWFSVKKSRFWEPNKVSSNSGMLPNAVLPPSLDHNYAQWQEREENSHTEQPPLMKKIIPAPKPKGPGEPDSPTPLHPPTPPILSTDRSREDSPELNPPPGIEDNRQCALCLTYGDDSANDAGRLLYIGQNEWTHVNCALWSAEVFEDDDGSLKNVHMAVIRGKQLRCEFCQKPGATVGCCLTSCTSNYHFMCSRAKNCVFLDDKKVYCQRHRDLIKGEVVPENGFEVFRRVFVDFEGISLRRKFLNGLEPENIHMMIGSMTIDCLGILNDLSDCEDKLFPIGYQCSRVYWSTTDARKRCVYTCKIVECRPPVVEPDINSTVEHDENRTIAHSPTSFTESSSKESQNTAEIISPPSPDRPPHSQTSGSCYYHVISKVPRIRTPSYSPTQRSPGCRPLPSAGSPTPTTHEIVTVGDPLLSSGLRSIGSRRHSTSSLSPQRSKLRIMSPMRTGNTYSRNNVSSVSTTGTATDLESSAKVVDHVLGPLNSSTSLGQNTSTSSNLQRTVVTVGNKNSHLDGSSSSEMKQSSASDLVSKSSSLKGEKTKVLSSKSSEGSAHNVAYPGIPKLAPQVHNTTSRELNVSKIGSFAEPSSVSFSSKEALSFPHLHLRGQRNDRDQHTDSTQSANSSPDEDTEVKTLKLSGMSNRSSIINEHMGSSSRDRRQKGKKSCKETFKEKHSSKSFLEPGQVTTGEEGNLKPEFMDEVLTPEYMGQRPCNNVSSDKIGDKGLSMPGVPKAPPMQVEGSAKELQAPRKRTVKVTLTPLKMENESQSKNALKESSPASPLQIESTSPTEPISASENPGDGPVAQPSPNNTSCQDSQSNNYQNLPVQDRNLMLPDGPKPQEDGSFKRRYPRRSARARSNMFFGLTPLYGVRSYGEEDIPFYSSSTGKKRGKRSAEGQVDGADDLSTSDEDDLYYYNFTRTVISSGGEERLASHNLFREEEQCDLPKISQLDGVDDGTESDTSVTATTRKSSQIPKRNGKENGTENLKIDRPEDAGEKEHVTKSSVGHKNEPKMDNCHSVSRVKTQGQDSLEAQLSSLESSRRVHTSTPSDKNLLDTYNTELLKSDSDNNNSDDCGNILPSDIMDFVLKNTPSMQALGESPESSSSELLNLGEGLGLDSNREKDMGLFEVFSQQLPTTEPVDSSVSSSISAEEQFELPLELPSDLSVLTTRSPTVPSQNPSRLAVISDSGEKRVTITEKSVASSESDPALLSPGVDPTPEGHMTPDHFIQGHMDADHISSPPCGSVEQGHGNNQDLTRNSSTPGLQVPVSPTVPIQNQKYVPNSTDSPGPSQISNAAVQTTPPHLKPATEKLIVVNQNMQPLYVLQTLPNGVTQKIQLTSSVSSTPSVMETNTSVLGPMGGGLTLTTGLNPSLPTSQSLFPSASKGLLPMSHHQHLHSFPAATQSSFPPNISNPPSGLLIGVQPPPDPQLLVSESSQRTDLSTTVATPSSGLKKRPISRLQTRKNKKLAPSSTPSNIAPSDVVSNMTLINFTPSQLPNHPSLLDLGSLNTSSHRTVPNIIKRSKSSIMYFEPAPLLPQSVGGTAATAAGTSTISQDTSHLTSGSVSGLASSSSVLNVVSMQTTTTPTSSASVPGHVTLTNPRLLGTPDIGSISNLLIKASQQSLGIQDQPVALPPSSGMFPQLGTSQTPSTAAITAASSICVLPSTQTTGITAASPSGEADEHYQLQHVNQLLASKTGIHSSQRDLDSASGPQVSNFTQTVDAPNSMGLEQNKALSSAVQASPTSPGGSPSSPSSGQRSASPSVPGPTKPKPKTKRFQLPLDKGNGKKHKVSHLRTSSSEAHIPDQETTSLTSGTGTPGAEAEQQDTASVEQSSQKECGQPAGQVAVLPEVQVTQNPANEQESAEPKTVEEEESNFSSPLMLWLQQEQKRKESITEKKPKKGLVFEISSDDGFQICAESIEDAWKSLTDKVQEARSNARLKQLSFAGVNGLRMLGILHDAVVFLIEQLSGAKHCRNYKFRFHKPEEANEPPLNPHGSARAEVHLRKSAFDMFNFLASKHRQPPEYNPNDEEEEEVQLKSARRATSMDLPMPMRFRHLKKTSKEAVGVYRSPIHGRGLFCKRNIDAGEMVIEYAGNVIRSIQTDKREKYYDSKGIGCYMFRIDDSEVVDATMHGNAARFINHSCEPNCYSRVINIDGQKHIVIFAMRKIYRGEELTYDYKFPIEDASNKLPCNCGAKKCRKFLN
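Steps: dispense CXXC domain solution (7 uM) → pin compounds or unlabeled HOX-A9 DNA control → 5 min ambient → add FLSN-HOX-A9 solution (50 nM) → spin → 30 min ambient → fluorescence polarization. Tris pH 7.5/NaCl/DTT/BSA buffer.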
KCNH2 WT inh = inhibitors of human wildtype KCNH2 potassium channel; Q12809; U2OS, BacMam KCNH2, thallium flux FluxOr; hits give low values; activity change, % at 1.84 µM; 0.37% of 340,000 active; AID 720551;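 active = maximum activity change below -70%; inconclusive = maximum activity change between -70% and -50%; inactive = maximum activity change above -50%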; note: % is set by controls: 0 for no effect and ±100 for the full control effect
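U2OS cells transduced with wild-type KCNH2 virus are loaded with FluxOr dye for 45 min, and thallium flux is measured in kinetic reads before and after stimulation buffer. Rate constants are normalized to DMSO controls.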
USP2a block = blocks human ubiquitin-specific protease USP2a. O75604. Potency, µM (doses to about 38.3 µM), without a hit: at the highest dose activity change, negative = inhibition, hits mostly inhibitors. 0.01% of 330,000 active. USP2 core, Ub-CHOP2 coupled fluorogenic reporter, 485/531;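 note: potency is the fitted concentration of half-maximal effect; plate controls were DMSO wells for no effect and full inhibition by NEM control for full effect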
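Deubiquitinase activity read as fluorescence (485/531 nm) after Ub-CHOP2 cleavage activates the enterokinase reporter on its substrate; USP2 core 10nM, Ub-CHOP2 and substrate 25nM each, 30min compound preincubation then 60min RT; data normalized to NEM, curves fitted.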
GALK inh = inhibitors of human galactokinase | 0.007% of 270,000 active | Potency, µM (top dose mostly 57.5 µM), for the others: at the top dose activity change, negative = inhibition, actives largely listed as inhibitors | Purified GALK, Kinase-Glo residual ATP luminescence; note: potency is the fitted concentration of half-maximal effect; % is set by controls: 0 for no effect and ±100 for the full control effect
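ATP-depletion format; final 35 uM ATP, 100 uM D-galactose, 5 nM enzyme; pH 8.0 HEPES/Mg2+ buffer; 60 min RT; luminescence read 10 min after detection reagent.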
Numbers without * were called inactive; ? = inconclusive; . = no result given; [ ] = another dose, or the depositor's remark. Unless noted, calls come from the whole dose curve; as a rule, active = well fitted curve in the direction sought with a large enough effect; inconclusive = small, poorly fitted or top-dose-only effect, or another doubt; inactive = no such curve, though single readings can be large; an effect the other way counts as inactive or inconclusive. An excerpt (hit frequency here may not be typical).

Preview:
1) COc1ccccc1NCCC(=O)OCC(=O)NC1CCCCC1
2) O=S(=O)(Nc1cccc(S(=O)(=O)N2CCOCC2)c1)c1cccs1

compound no.	1	2
PKM2 act	-2%	-3%
Giardia kill	-16	18
CXXC DNA block	-1%	4%
Menin-MLL TR inh	0%	2%
USP2a block	4%	1%
KCNH2 WT inh	-2	-13
KCNH2 3.1 block	3	2
B2AR arrestin	-0.6%	0.4%
Coupling enz	-1	3
TRPV1 agonist	-3	-5
GALK inh	1%	4%

All compounds of this part, repeating the preview:
1) COc1ccccc1NCCC(=O)OCC(=O)NC1CCCCC1
2) O=S(=O)(Nc1cccc(S(=O)(=O)N2CCOCC2)c1)c1cccs1
3) O=C(O)COc1ccc(-c2nnn(CC(=O)O)n2)cc1
4) COc1ccc(C(=O)c2ccccc2)cc1Br
5) CCOC(=O)CN=C/C(C(C)=O)=C(/C)O
6) Cc1nnc(NC(=O)CCSCCC(=O)Nc2nnc(C)s2)s1
7) CC(C)(C)c1ccc(C2(C)NC(=O)N(CC(=O)NCc3cccs3)C2=O)cc1 (stereo not given)
8) Cc1cccc(C)c1OCC(=O)NC(Cc1c[nH]c2ccccc12)C(=O)O (stereo not given)
9) COc1ccc(OCCNc2cc(N3CCOCC3)ccc2[N+](=O)[O-])cc1
10) Cc1nn(C(=O)c2nn(C)cc2[N+](=O)[O-])c(C)c1Cl

compound no.	1	2	3	4	5	6	7	8	9	10
PKM2 act	-2%	-3%	12%	5%	4%	?	4%	0%	3%	.
Giardia kill	-16	18	-12	7	-8	-27	-25	33[activator]	23	10
CXXC DNA block	-1%	4%	-3%	14%	1%	-10%	0%	-11%	-5%	0%
Menin-MLL TR inh	0%	2%	43%[activator]	1%	5%	10%	-3%	8%	44%[activator]	-10%
USP2a block	4%	1%	.	0%	2%	-1%	3%	-2%	-2%	0%
KCNH2 WT inh	-2	-13	-20	-7	-7	21	1	5	-1	9
KCNH2 3.1 block	3	2	13	2	0	5	12	13	-6	13
B2AR arrestin	-0.6%	0.4%	.	-0.1%	-0.7%	0.1%	-0.5%	-0.4%	-0.9%	0.5%
Coupling enz	-1	3	5	.	5	4	5	17	1	2
TRPV1 agonist	-3	-5	0	15	-2	0	13	0	2	2
GALK inh	1%	4%	-1%	-3%	1%	11%	1%	1%	0%	-8%

11) CN(CCCNC(=O)c1ccccc1F)CCCNC(=O)c1ccccc1F
12) Cc1ccc(NC(=O)c2noc3c2CCCCC3)cc1C
13) CCN(CC)c1ccc(/C=N/NC(=O)c2ccco2)cc1
14) CC(C)C(=O)N1CCN(c2ccc(NC(=O)c3ccco3)cc2Cl)CC1
15) Cc1ccc(Cl)cc1N1CCN(C(=O)c2ccc(NC3=NC4CS(=O)(=O)CC4S3)cc2)CC1 (stereo not given)
16) CCOc1ccccc1NC(=O)Cn1c(C)cc(COC)c(C#N)c1=O
17) Cc1cc(NC(=O)COc2ccccc2C(N)=O)no1
18) O=C(CCNS(=O)(=O)c1ccccc1)OCC(=O)c1ccc[nH]1
19) O=C1CCCc2c1nc(-c1ccccc1F)n2O
20) Cc1ccc(-n2c(C)c(C)c3c(NCCN(C)C)ncnc32)cc1

compound no.	11	12	13	14	15	16	17	18	19	20
PKM2 act	15%	6%	-19%	.	.	0%	.	.	-1%	.
Giardia kill	-5	-10	-21	7	5	-9	-13	-7	11	-24
CXXC DNA block	-3%	4%	6%	24%	-2%	1%	.	.	2%	-1%
Menin-MLL TR inh	-12%	-2%	0%	0%	.	-2%	.	.	.	-6%
USP2a block	-1%	0%	3%	-1%	0%	2%	2%	-5%	0%	-2%
KCNH2 WT inh	3	2	9	-5	-3	7	7	-5	-2	6
KCNH2 3.1 block	16	-4	10	0	7	13	2	-3	6	19
B2AR arrestin	-0.7%	-0.2%	-0.1%	-0.1%	0.1%	-0.8%	-0.3%	0.0%	5.2%	0.2%
Coupling enz	1	4	-3	-1	.	1	.	.	4	-1
TRPV1 agonist	8	?	?	-1	-1	3	.	1	2	2
GALK inh	-2%	-2%	2%	0%	-6%	1%	.	.	1%	-3%

Sorted by value in TRPV1 agonist (lowest first): three from the list above.
nr	canonical_smiles	TRPV1 agonist
14	CC(C)C(=O)N1CCN(c2ccc(NC(=O)c3ccco3)cc2Cl)CC1	-1
18	O=C(CCNS(=O)(=O)c1ccccc1)OCC(=O)c1ccc[nH]1	1
11	CN(CCCNC(=O)c1ccccc1F)CCCNC(=O)c1ccccc1F	8

Later entries
21) Cc1nn(Cc2ccc(C(=O)N3N=C(C(F)F)CC3(O)C(F)F)cc2)c(C)c1[N+](=O)[O-] (stereo not given)
22) COc1ccc(C(=O)NNC(=O)C2CCCN(C3CC(=O)N(c4ccccc4)C3=O)C2)cc1 (stereo not given)
23) NNC(=O)c1ccc(COc2ccc3c(c2)CCC3)o1
24) C/C(=N/NS(=O)(=O)c1ccc(F)cc1)c1ccc(NC(=O)c2ccc(C)o2)cc1
25) CCCn1c(N)c(C(=O)CSc2ncc(C(F)(F)F)cc2Cl)c(=O)[nH]c1=O
26) O=C1C2C(C(=O)N1/N=C/c1ccc([N+](=O)[O-])o1)C1C=CC2C12CC2 (stereo not given)
27) O=C(N[C@@H](Cc1ccccc1)C(=O)OCc1ccccc1)c1nc[nH]c1C(=O)N1CCNCC1
28) CCN1CCN(C(C)C(=O)Nc2c(C)n(C)n(-c3ccccc3)c2=O)CC1 (stereo not given)
29) O=C(Cn1cnc2ccccc2c1=O)NCCC(=O)Nc1ccc2c(c1)OCCO2
30) O=C1Nc2ccc([N+](=O)[O-])cc2C1(O)N1CCCCCC1 (stereo not given)

compound no.	21	22	23	24	25	26	27	28	29	30
PKM2 act	2%	2%	-2%	0%	0%	-3%	.	1%	8%	4%
Giardia kill	-8	-15	-14	-13	-1	9	22	-13	-10	-4
CXXC DNA block	10%	-15%	2%	15%	-6%	9%	.	-7%	7%	0%
Menin-MLL TR inh	24%	.	-19%	5%	15%	-11%	.	-16%	0%	.
USP2a block	3%	-1%	-1%	1%	1%	3%	3%	1%	-2%	1%
KCNH2 WT inh	1	0	28	2	1	4	-15	-12	-25	-5
KCNH2 3.1 block	9	-4	-2	-11	-9	0	0	-5	-4	3
B2AR arrestin	-0.8%	-0.5%	-0.5%	0.2%	0.0%	?	-0.4%	-0.1%	-0.2%	0.0%
Coupling enz	-1	0	1	-3	1	-4	.	0	0	0
TRPV1 agonist	3	0	?	0	1	5	.	1	-2	.
GALK inh	0%	.	-1%	0%	-2%	1%	.	-1%	.	-1%

31) COCCCNC(=O)CN(CCc1ccccc1)S(=O)(=O)c1ccccc1
32) CCOCCn1c(SCc2c(F)cccc2Cl)nc2c1c(=O)[nH]c(=O)n2C
33) Cc1ccc(-c2cc(C(F)F)n3ncc(C(=O)N4CCN5CCCC5C4)c3n2)cc1 (stereo not given)
34) CCOC(=O)C1=C(C)Nc2nc(C)nn2C1c1ccc(OC)c(OC)c1 (stereo not given)
35) CCC(C(=O)OC)n1cnc2c(nnn2-c2cccc(OC)c2)c1=O (stereo not given)

compound no.	31	32	33	34	35
PKM2 act	-3%	3%	-6%	-10%	.
Giardia kill	-7	-11	0	-3	24
CXXC DNA block	-3%	12%	0%	6%	-21%
Menin-MLL TR inh	-3%	?	?	9%	1%
USP2a block	2%	2%	1%	3%	-3%
KCNH2 WT inh	9	-8	12	5	4
KCNH2 3.1 block	-1	6	2	6	1
B2AR arrestin	0.0%	0.0%	-0.2%	-0.8%	-0.4%
Coupling enz	-4	0	-1	2	2
TRPV1 agonist	3	3	2	3	1
GALK inh	-2%	-2%	1%	.	3%

Screens (PubChem BioAssay)
